AT treatment = qHTS Assay for Identifying a Potential Treatment of Ataxia-Telangiectasia; Potency, µM (top dose mostly 57.5 µM), for the others: top-dose activation, usual class: activators; […] A-T fibroblasts, KAP-1 phosphorylation AlphaLISA; neocarzinostatin DNA damage 30 min before lysis; actives 0.19% (n = 320,000); AID 485349, 2010; further: potency means the concentration at half of the fitted maximal effect; % of control where 0% means no effect; nearly all actives have a fitted effect of over 45% in size
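ATM-like activity read as KAP-1 phosphorylation via AlphaLISA donor/acceptor antibody pairs after lysis and 6 hr at 25C. Cells were ATM-null patient fibroblasts ([…], hTERT), dosed 60 min, then exposed to the DSB inducer NCS for 30 min.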
TSHR antag = Antagonists of the Thyroid Stimulating Hormone Receptor: HTS campaign; Thyrotropin receptor (Homo sapiens), P16473; actives 0.2% (n = 330,000); activity change, negative = inhibition, % at 11.5 µM; TSHR-expressing cells, TSH-stimulated cAMP HTRF, 2 h; stronger effect = lower value;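 active means activity change below a set negative limit, meaning inhibition stronger than a set level, cut at about -70% in these data; inconclusive means activity change between two set negative limits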; further: on the % scale 0 is the no-effect control and ±100 the full control effect
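TSHR-expressing cells, 200/well, pre-treated with compound, then stimulated with EC80 TSH (4nM final) for 2 hours at 37 deg C. cAMP measured by competitive HTRF: anti-cAMP cryptate antibody in lysis buffer plus cAMP-d2, read after 30 minutes at room temperature.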
MLL CXXC-DNA inh = qHTS Fluorescence Polarization Assay for Inhibitors of MLL CXXC domain - DNA interaction | actives 0.037% (n = 290,000) | Potency, µM (doses to about 115 µM), for inactives: top-dose activity change, negative = inhibition, hits mostly inhibitors | MLL-CXXC / FITC-HOXA9 DNA fluorescence polarization; active means well fitted inhibition curve with a large enough effect in the polarisation, with a control signal flat, not every such curve was filed as active; inconclusive means small, poorly fitted or top-dose-only effect, or effect the other way, or a change in a side signal; inactive means no such curve, though single readings can be large or run the other way; the % refers to the polarisation; further: potency means the concentration at half of the fitted maximal effect
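Steps: dispense CXXC domain solution (7 uM) → pin compounds or unlabeled HOX-A9 DNA control → 5 min ambient → add FLSN-HOX-A9 solution (50 nM) → spin → 30 min ambient → fluorescence polarization. Tris pH 7.5/NaCl/DTT/BSA buffer.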
Giardia killer = Small Molecules that selectively kill Giardia lamblia: qHTS; actives 0.15% (n = 340,000); AID 540267, 2011; Giardia lamblia trophozoite viability; activity change, % at 7.66 µM, hits read low; in the data active means activity change below about -80%; inconclusive means between about -30% and that limit;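 further: parasites exposed to compound for two days anaerobically before the ATP read; on the % scale 0 is the no-effect control and ±100 the full control effect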
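Luminescent ATP signal served as the viability read-out, measured 15-30 min after adding ATP detection reagent to trophozoites that had been incubated with compounds for 48 hrs at 37 deg C anaerobically at 100 cells/well.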
TCR activator = Activators of T cell receptors: qHTS campaign. primary human leukocytes, anti-CD3, IL-2 HTRF, 48 h. Potency, µM (top dose mostly 9.22 µM), inactives show at the highest dose activation of IL-2 secretion, actives largely listed as activators. 330,000 tested, under 10 active; further: % of control where 0% means no effect
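Compounds are tested in HTS on primary human leukocytes co-incubated with a-CD3 beads for 48 hr. IL-2 output is measured by time-resolved FRET.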
Tb PFK inh = qHTS Assay to Find Inhibitors of T. brucei phosphofructokinase; ATP-dependent 6-phosphofructokinase (Trypanosoma brucei brucei), O15648; T. brucei PFK, ADP-Glo luminescence; Potency, µM (series often up to 57.5 µM), inactives show top-dose activity, negative = inhibition, usual class: inhibitors; actives 0.17% (n = 330,000);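 further: potency means the concentration at half of the fitted maximal effect; 0% = uninhibited 1x PFK enzyme wells and -100% = no-enzyme wells; nearly all actives have a fitted effect of over 60% in size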
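PFK 1.25 nM, F6P 0.5 mM, ATP 0.1 mM, 0.1 M TEA pH 8.0, 5 mM MgCl2, 0.01% Tween20, 0.1% BSA; 45 min RT. ADP-Glo readout. qHTS titration up to 57 uM; curves fitted, compounds curve-classed.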
FBPA coupling cs = qHTS Assay for Inhibitors of Fructose-1,6-bisphosphate Aldolase from Giardia Lamblia: Coupling assay counterscreen. coupling enzyme system counterscreen, AmpLite Red fluorescence. activity change, negative = inhibition, % at 58.2 µM, hits read low. actives 0.67% (n = 290,000); in the data active means activity change below about -30%; further: on the % scale 0 is the no-effect control and ±100 the full control effect
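Counterscreen lacking aldolase: glyceraldehyde-3-phosphate coupling-enzyme reagent preincubated 10 min at RT with compound (at 57.5 uM final), then substrate/coupling system with AmpLite Red added; fluorescence read at 525/598 nm after 20 min RT.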
GALK inh = qHTS Assay for Inhibitors of Human Galactokinase (GALK). P51570. Purified GALK, Kinase-Glo residual ATP luminescence. Potency, µM (top dose mostly 57.5 µM), for the others: at the top dose activity change, negative = inhibition, most hits filed as inhibitors. actives 0.007% (n = 270,000); further: potency means the concentration at half of the fitted maximal effect; on the % scale 0 is the no-effect control and ±100 the full control effect
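The enzyme phosphorylates galactose (100 uM) using ATP (35 uM); inhibition is detected as higher residual ATP, quantified by bioluminescence after 1 h reaction at room temperature, pH 8.0.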
BCR signal inh = qHTS Assay to Find Inhibitors of Chronic Active B-Cell Receptor Signaling; ABC-DLBCL IkBa-CBG/CBR reporter, luminescence ratio, 4 h; Potency, µM (series often up to 46.1 µM), for inactives: at the highest dose ratio change, negative = lower green/red ratio, actives largely listed as inhibitors; actives 0.05% (n = 340,000); active means well fitted inhibition curve with a large enough effect in the signal ratio, with a control signal flat, not every such curve was filed as active; inconclusive means small, poorly fitted or top-dose-only effect, or effect the other way, or a change in a side signal; the % refers to the signal ratio;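 further: potency means the concentration at half of the fitted maximal effect; plate controls were basal doxycycline-induced cells for no effect and cells given 10 µM MG132 for full effect; MG132 reads +100%, hits lower the ratio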
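TMD8 ABC-DLBCL cells carrying doxycycline-inducible green luciferase fused to IkappaBalpha plus unfused red luciferase were exposed to compounds (up to 46 uM) for 4 hrs at 37C. Activity came from the overlap-corrected green/red luminescence ratio.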
hERG WT inh = qHTS for Inhibitors of KCHN2 3.1: Wildtype qHTS. AID 720551, 2013. U2OS, BacMam KCNH2, thallium flux FluxOr; stronger effect = lower value. activity change, % at 1.84 µM. actives 0.37% (n = 340,000);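 active means maximum activity change below -70%; inconclusive means maximum activity change between -70% and -50%; inactive means maximum activity change above -50%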; further: on the % scale 0 is the no-effect control and ±100 the full control effect
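U2OS cells transduced with wild-type KCNH2 virus are loaded with FluxOr dye for 45 min, and thallium flux is measured in kinetic reads before and after stimulation buffer. Rate constants are normalized to DMSO controls.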
Numbers without * were called inactive; u = inconclusive; x = not tested or not shown; & = joins results of further samples; [ ] = remark or other dose. Unless noted, the call rests on the fitted dose curve; in most records, active means well fitted curve in the direction sought with a large enough effect; inconclusive means small, poorly fitted or top-dose-only effect, or another doubt; inactive means no such curve, though single readings can be large; an effect the other way counts as inactive or inconclusive.

SMILES	AT treatment	TSHR antag	MLL CXXC-DNA inh	Giardia killer	TCR activator	Tb PFK inh	FBPA coupling cs	GALK inh	BCR signal inh	hERG WT inh
COc1ccc(-c2ccc(SCC(=O)Nc3cc(C)on3)nn2)cc1OC	-4%	2	13%	-13	x	14%	1	-3%	u	-26
CCc1ccccc1Nc1nn2c(=O)c3ccc(C(=O)NCc4cccs4)cc3nc2s1	1%	30	x	x	x	-13%	x	x	u	x
Cc1ccc(S(=O)(=O)NCC(=O)N(CC2CCCO2)C(C(=O)NCC2CCCO2)C(C)C)cc1 (stereo not given)	-2%	-4	0%	-9	1%	3%	0	1%	-1%	-12
COc1ccc(C2c3c(oc4ccccc4c3=O)C(=O)N2c2ccc(C)cn2)cc1OC (stereo not given)	14%	13	9%	-5	0%[46.1 µM]	-6%	-2	-1%	u	-9
CCOc1ccccc1Oc1nc(-c2ccccc2O)nc2ccccc12	-11%	-11	-3%	-15	2%	3%	-9	x	-4%	-11
CSCCC(NC(=O)C12CC3CC(CC(C3)C1)C2)C(=O)OCC(=O)c1ccc(C)cc1 (stereo not given)	-1%	-7	14%	61[activator]	1%[46.1 µM]	0%	1	x	0%	-2
CC(C)c1nc(=S)c2ccccc2[nH]1	-3%	3	12%	-5	-7%	-8%	1	-1%	-11%	-1
CCOc1ccc(N(Cc2nnc3n2CCCCC3)C(=O)Nc2cccc(C)c2)cc1	4%	11	u	5	-5%	-5%	0	-2%	-1%	3
O=C(Nc1ccc(Cl)cc1)OCc1cn(-c2ccc(Cl)cc2)nn1	-2%	4	11%	2	-1%	u	-1	-2%	u	5
C=CCNC(=O)c1c(CSc2ccccc2)noc1C(=O)NCc1ccccc1	u	-8	5%	-9	12%	4%	-5	-5%	12%	15
Clc1c2c(nc3ccccc13)CCC2	7%	8	16%	-13	3%	1%	1	0%	0%	-1
CCOc1ccc(NC(=O)CC2C(=O)N(c3ccc(OC)cc3)C(=O)N2CCc2ccc(OC)c(OC)c2)cc1 (stereo not given)	0%	1	16%	7	-7%	1%	-1	-1%	u	2
CCNc1nc(NCC)n2c(SCC(=O)Nc3ccc(C(F)(F)F)cc3[N+](=O)[O-])nnc2n1	1%	32	u	7	-3%[46.1 µM]	-5%	-3	0%	4%	9
CNCc1c(OCc2ccc(F)cc2)ccc2ccccc12	6%	-4	0%	15	10%	-16%	1	-1%	u	10
COc1cc(N=c2ssnc2Cl)c(OC)cc1Cl	1%&-3%	-7&0	3%	-8&-1	3%&32%	u	4	2%	u	11&4
COc1ccc(NC(=O)c2ccco2)cc1NC(=O)c1ccc(C#N)cc1F	6%	1	8%	6	-1%	-16%	x	-4%	-1%	7
Cc1cccc(C)c1NC(=O)C(=O)NCC1CCCN1S(=O)(=O)c1ccccc1 (stereo not given)	23%	-2	x	-6	7%	-4%	x	x	-6%	-2
COc1ccc(CCNC(=O)c2oc3ccc(OC)cc3c2C)cc1	4%	3	-2%	-12	14%	0%	x	0%	-5%	-5
Cc1c(C)n(C(=O)CN2CCN(c3ccccn3)CC2)c2ccccc12	-3%	-5	11%	1	1%	-7%	0	0%	-20%	-6
COc1ccccc1CNC(=O)C1CCC(CNS(=O)(=O)c2ccc(F)cc2)CC1 (stereo not given)	13%	-4	0%	16	6%	-2%	2	-1%	u	16
CCC(C(=O)NCc1ccccc1OC)c1ccccc1 (stereo not given)	-1%	0	0%	-8	-4%	0%	-1	1%	13%	3
C=CCn1c(-c2sc(-c3ccccc3)nc2C)n[nH]c1=S	-5%	-19	2%	-20	5%	11%	1	-1%	u	-16
COC(=O)c1ccc(C(=O)OC)c(NC(=O)CCS(=O)(=O)Cc2ccccc2)c1	4%	-12	4%	-1	-2%	-7%	-1	5%	-2%	26
CN(CC(=O)Nc1ccc(F)c(F)c1F)C(=O)C1CCCO1 (stereo not given)	11%	3	x	5	-3%	0%	x	x	-12%	-7
Cc1ccc(S(=O)(=O)N(C)CC(=O)N2CCC(C(N)=O)CC2)cc1	-7%	2	3%	-20	-4%	2%	4	1%	1%	15

One compound at a time, from the list above. Order of screens: AT treatment, TSHR antag, MLL CXXC-DNA inh, Giardia killer, TCR activator, Tb PFK inh, FBPA coupling cs, GALK inh, BCR signal inh, hERG WT inh
Cc1ccc(S(=O)(=O)N(C)CC(=O)N2CCC(C(N)=O)CC2)cc1 as listed: -7%, 2, 3%, -20, -4%, 2%, 4, 1%, 1%, 15
CC(C)c1nc(=S)c2ccccc2[nH]1 as listed: -3%, 3, 12%, -5, -7%, -8%, 1, -1%, -11%, -1
COc1ccc(NC(=O)c2ccco2)cc1NC(=O)c1ccc(C#N)cc1F as listed: 6%, 1, 8%, 6, -1%, -16%, x, -4%, -1%, 7

The list goes on:
SMILES	AT treatment	TSHR antag	MLL CXXC-DNA inh	Giardia killer	TCR activator	Tb PFK inh	FBPA coupling cs	GALK inh	BCR signal inh	hERG WT inh
Cc1ccc(NC(=O)CCSc2nc(C)cc(C)n2)cc1	4%	2	14%	-11	-8%	-3%	0	-1%	u	7
O=C(NCc1nc2ccccc2[nH]1)C1=C[C@@H](c2ccc3c(c2)OCO3)C[C@@H](OCc2ccc(CO)cc2)O1	-35%	-9	0%	x	x	4%	5	-1%	-2%	x
COc1ccccc1Cn1c(CCCO)nc2ccccc21	4%	3	9%	14	2%	0%	7	0%	-4%	4
CCCN(CCC)CCCNC(=O)C1c2cc(OC)c(OC)cc2C(=O)N(C)C1c1cccs1 (stereo not given)	x	0	-11%	13	1%	2%	11	2%	u	17
COc1ccc(S(=O)(=O)N2CCN(C(=O)c3cc(C)oc3C)CC2)cc1	-4%	-3	1%	13	9%	2%	0	0%	4%	-14
O=C(NCCc1ccc(Cl)cc1)C1CCC(=O)N1C1CCCC1 (stereo not given)	-3%	-13	-13%	-10	-2%	-2%	1	-1%	-6%	6
Cc1ccc(Cn2c(C(C)Nc3nc(-c4ccc(C)cc4)cs3)nc3cc(Cl)c(Cl)cc32)cc1 (stereo not given)	5%	31	12%	7	1%	-3%	1	x	-15%	-5
CNC(=O)NC(=O)CSc1ccc(S(=O)(=O)N2CCOCC2)cn1	6%	2	x	2	-1%	-1%	x	x	-1%	5
Cc1ccc(C)n1-c1ccc(C(=O)NC2CCN(Cc3ccccc3)CC2)cc1	7%	11	2%	16	0%[46.1 µM]	0%	-1	3%	-4%	-2
COC(=O)[C@H](C)NC(=O)N1CCC(Cc2ccccc2)CC1	-13%	-8	-5%	-10	3%	5%	0	-3%	0%	9
O=C(c1c(F)cccc1F)N(Cc1ccccn1)C1CC1	-3%	-1	-5%	-6	0%	1%	0	1%	-2%	-3
COc1ccc2nc(SCC(=O)NC3CCCC3)c(C)cc2c1	-1%	9	-15%	-13	-14%	4%	4	-5%	-6%	-7
O=C(Cc1cccs1)Nc1nnc(C2CC2)s1	-3%	13	-15%	-28	0%	-4%	-2	2%	0%	-6
COc1ccccc1C(=O)N1CCCN(C(=O)c2ccccc2OC)CC1	6%	9	10%	-3	0%	-11%	1	-1%	13%	-3
CC(=O)c1sc(NC(=O)CCS(=O)(=O)c2ccc(C)cc2)nc1C	1%	-4	x	13	-3%	0%	x	x	u	-4
CCc1noc(C)c1C(=O)N1CC(C)SC1=Nc1ccc(Cl)cc1 (stereo not given)	-1%	40	x	-10	0%	-1%	x	x	5%	3
COC(=O)c1ccc(NC(=O)COC(=O)c2nc3nccc(C)n3n2)cc1	-1%	2	4%	-6	-8%	-4%	2	-1%	-2%	15
Cc1c(C(=O)Nc2ccncc2)sc2nc(-c3ccccc3)cn12	11%	-17	0%	9	6%	-11%	-10	0%	4%	-3
Cc1ccc(NNC(N)=S)cc1Cl	-10%	-3	-1%	-3	0%	u	-7	1%	-7%	1
N#Cc1c(-c2ccccc2)nc(SCC(=O)N2c3ccccc3Sc3ccccc32)[nH]c1=O	-14%	-17	-3%	47[activator]	10%	2%	13	u	1%	5
Cc1ccc(/C=N/NC(=O)c2csc3c2CCCC3)cc1	-8%	1	-24%	41[activator]	-3%	16%	-3	3%	u	-13
COc1ccccc1CNC(=O)C(CCSC)NS(=O)(=O)c1ccc2c(c1)oc(=O)n2C (stereo not given)	-5%	14	2%	5	6%	20%	1	-1%	-2%	-14
CC(=O)c1nc2ccccc2n1Cc1ccccc1	2%	-1	23%	8	-3%	-3%	-3	-4%	3%	-1
Cn1nccc1C(=O)NC1CC(C)(C)Cc2c1cnn2-c1ccc(F)cc1 (stereo not given)	3%	-1	-4%	-13	12%	-3%	4	2%	4%	1
